SARS 3CLpro inh = SARS-CoV 3CLpro protease inhibition; P0C6X7; recombinant SARS-CoV 3CLpro, quenched FRET peptide cleavage; inhibition, % at 6 µM; actives 0.14% (n = 290,000); AID 1706; in the data active = inhibition above about 12%
TcdB inh = inhibitors of Clostridioides difficile toxin B glycohydrolase; P18177; TcdB glycohydrolase enzymatic assay, plate reader; inhibition, % at 9.99 µM; actives 0.24% (n = 350,000); AID 652162; in the data active = inhibition above about 10%
PrPC TRFRET = reduces human prion protein on the cell surface | inhibition, % at 13.8 µM | actives 0.43% (n = 370,000) | cell surface PrPC, TR-FRET read-out | P04156; in the data active = inhibition above about 24%; also: 0% = median of the test wells and 100% = reference compound wells
SSB-PriA inh = K. pneumoniae PriA-SSBct interaction inhibition | actives 0.6% (n = 430,000) | inhibition, % at 33 µM | AlphaScreen SSBct-PriA binding, biotinylated peptide | AID 1272365; in the data active = inhibition mostly above about 37%, no sharp cut-off; inactive = mostly below about 20%;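 also: plate controls were negative control peptide for no effect and reference peptide for full effect; strong numbers were not always called active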
Rv3671c protease = Rv3671c (M. tuberculosis) protease inhibition. actives 0.048% (n = 320,000). P9WHR9. AID 2606. inhibition, % at 5.96 µM; in the data active = inhibition above about 38%;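 also: extracellular domain of Rv3671c used as enzyme; 0% = enzyme with DMSO and 100% = no enzyme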
MazF activator = MazEF (E. coli) toxin RNase activation. actives 0.32% (n = 350,000). activation, % at 20 µM. FAM/BHQ RNA-DNA oligo cleavage fluorescence, 5 h. P0AE70; in the data active = activation above about 50%
DUSP3 inh = DUSP3 (human) phosphatase inhibition | AID 1654 | actives 0.52% (n = 290,000) | recombinant VHR phosphatase, pNPP absorbance | inhibition, % at 13.3 µM; in the data active = inhibition above about 50%; also: some compounds called inactive have numbers as strong as hits
CCHF vOTU inh = CCHFV vOTU protease inhibition; inhibition, % at 11.5 µM; AID 651958; actives 0.55% (n = 370,000); Pep-AMC fluorescence; in the data active = inhibition above about 30%; also: 0% = vehicle wells with enzyme and 100% = no enzyme wells
BH1578 lux ind = quorum light induction in luxS cqsA deficient V. cholerae; V. cholerae BH1578 lux reporter, luminescence, 6 h; activation, % at 18.7 µM; actives 0.16% (n = 350,000); AID 588436; in the data active = activation mostly above about 9.7%, no sharp cut-off; also: not every result past the cut was called active; inactives centre near 0; reference of the scale not given here
Y pestis TopoI = Y. pestis Topo-I inhibition via cleavage products. Y. pestis Topo-I cleavage product accumulation, plate reader. activity, % at 10 µM. actives 0.064% (n = 360,000). AID 504884; in the data active = activity above about 50%, passing the limit was not always enough; also: inactives centre near 2
An asterisk follows results filed as active. This is a subset. The share of hits here may be higher or lower than overall.

COC(=O)N/N=C/c1cn(CCOc2ccccc2)c2ccccc12 was read as SARS 3CLpro inh 6, TcdB inh 1.8, PrPC TRFRET 4, SSB-PriA inh inactive, Rv3671c protease 1, MazF activator 5, DUSP3 inh 23, CCHF vOTU inh 4, BH1578 lux ind -0.4 and Y pestis TopoI -9.
COc1ccc(CCNC(=O)CCS(=O)(=O)c2ccc3c(c2)NC(=O)CS3)cc1OC was read as SARS 3CLpro inh -4, TcdB inh -1.4, PrPC TRFRET 4, SSB-PriA inh 2, Rv3671c protease 2, MazF activator -2, DUSP3 inh 1, CCHF vOTU inh -4, BH1578 lux ind inactive and Y pestis TopoI 2.
Screening CCOC(=O)c1n[nH]c(=O)c2ccccc12 returned SARS 3CLpro inh 6, TcdB inh -1.0, PrPC TRFRET 0, SSB-PriA inh -14, Rv3671c protease 3, MazF activator 0, DUSP3 inh -6, CCHF vOTU inh -9, BH1578 lux ind inactive and Y pestis TopoI -4.
O=C(N/C(=C/c1ccc([N+](=O)[O-])cc1)C(=O)N1CCOCC1)c1ccco1 was read as SARS 3CLpro inh -6, TcdB inh 1.1, PrPC TRFRET -19, SSB-PriA inh 3, Rv3671c protease -1, MazF activator 4, DUSP3 inh -17, CCHF vOTU inh 6, BH1578 lux ind 0.8 and Y pestis TopoI -2.
Cc1cc(C)cc(C(O)c2ncc(-c3ccccc3F)[nH]2)c1 (configuration not stated) was read as TcdB inh 0.8, PrPC TRFRET -2, CCHF vOTU inh -7, BH1578 lux ind inactive and Y pestis TopoI -6.
`Cc1cc2nc(C)c3c(n2n1)CCC3` gave SARS 3CLpro inh 4, TcdB inh -0.5, PrPC TRFRET -2, SSB-PriA inh -9, Rv3671c protease 3, MazF activator 3, DUSP3 inh 32, CCHF vOTU inh -11, BH1578 lux ind inactive and Y pestis TopoI 2.
For COCCOC(=O)C1=C(C)N=C2SCCC(=O)N2C1/C=C/c1ccccc1 (configuration not stated) the results were SARS 3CLpro inh 1, PrPC TRFRET 3, SSB-PriA inh -7, Rv3671c protease -7, MazF activator -2, DUSP3 inh -8, CCHF vOTU inh 12, BH1578 lux ind inactive and Y pestis TopoI -15.
Screening O=C(CSc1nnc(CNC(=O)c2cccc(C(F)(F)F)c2)o1)NC1CCCC1 returned SARS 3CLpro inh 2, TcdB inh 2.5, PrPC TRFRET 9, SSB-PriA inh -2, Rv3671c protease -1, MazF activator -6, DUSP3 inh -6, CCHF vOTU inh 0, BH1578 lux ind -0.6 and Y pestis TopoI 0.
`CCCCC1=CC2=CC(=O)C(C)(OC(=O)CC)C(=O)C2=CN1Cc1ccccc1` (configuration not stated) gave TcdB inh 0.5, PrPC TRFRET 1, SSB-PriA inh 8, Rv3671c protease -6, MazF activator -1, DUSP3 inh -4, CCHF vOTU inh 12, BH1578 lux ind 0.3 and Y pestis TopoI 5.
`CN(C)S(=O)(=O)c1ccc(NC(=S)NC(=O)Cc2ccccc2)cc1` gave SARS 3CLpro inh -3, TcdB inh 0.1, PrPC TRFRET 7, SSB-PriA inh -2, Rv3671c protease -2, MazF activator 0, DUSP3 inh -2, CCHF vOTU inh 2, BH1578 lux ind -0.3 and Y pestis TopoI 12.
Screening CC(C)C(C)(C#N)NC(=O)CSc1nc2scc(-c3ccccc3)c2c(=O)[nH]1 (configuration not stated) returned SARS 3CLpro inh 5, TcdB inh -0.1, PrPC TRFRET 6, SSB-PriA inh 2, Rv3671c protease -5, MazF activator -3, DUSP3 inh 2, CCHF vOTU inh 7, BH1578 lux ind -0.7 and Y pestis TopoI 15.
CC(C)(C)CN1C(N)=NC[C@@H]1Cc1ccc(O)cc1 was read as TcdB inh 0.6, PrPC TRFRET -6, SSB-PriA inh -5, Rv3671c protease -8, MazF activator -19, DUSP3 inh -8, CCHF vOTU inh 2, BH1578 lux ind 0.8 and Y pestis TopoI 4.
Screening Cc1nn(CC(=O)N(C)C)c(C)c1S(=O)(=O)N1CCOCC1 returned TcdB inh -0.4, PrPC TRFRET -10, SSB-PriA inh 0, Rv3671c protease 11, MazF activator 10, CCHF vOTU inh -2, BH1578 lux ind -2.0 and Y pestis TopoI 2.
CCOC(=O)C1CCN(C(=O)Cn2ncc3c([nH]c4ccccc43)c2=O)CC1 was read as SARS 3CLpro inh -1, TcdB inh 1.4, PrPC TRFRET -8, SSB-PriA inh 1, Rv3671c protease 5, MazF activator 3, DUSP3 inh -2, CCHF vOTU inh 11, BH1578 lux ind -0.2 and Y pestis TopoI -6.
Screening Nc1nn2cc(-c3ccc(Br)cc3)nc2c2ccccc12 returned SARS 3CLpro inh -1, TcdB inh -0.5, PrPC TRFRET 13, SSB-PriA inh -1, Rv3671c protease -23, MazF activator 6, DUSP3 inh 13, CCHF vOTU inh -70, BH1578 lux ind -0.2 and Y pestis TopoI 2.
Screening COC(=O)c1c(C(=O)OC)c2cc(C)ccn2c1Cl returned SARS 3CLpro inh -3, PrPC TRFRET 13, SSB-PriA inh -7, Rv3671c protease -4, MazF activator 3, DUSP3 inh 5, CCHF vOTU inh -4, BH1578 lux ind 0.2 and Y pestis TopoI 1.
CC1CCCCC1NC(=O)CSc1nnc(CN2CCOCC2)n1C (configuration not stated) was read as SARS 3CLpro inh -6, PrPC TRFRET 2, SSB-PriA inh -13, Rv3671c protease 0, MazF activator -7, DUSP3 inh -4, CCHF vOTU inh -1, BH1578 lux ind 4.8 and Y pestis TopoI 6.
COc1ccc(OC)c(C(=O)NC2CCCc3c2cnn3-c2cc(C)cc(C)c2)c1 (configuration not stated) was read as TcdB inh -1.5, PrPC TRFRET 8, MazF activator -7, CCHF vOTU inh 19, BH1578 lux ind -0.3 and Y pestis TopoI 25.
For COc1ccc2cc(S(=O)(=O)N3CCCCC3)ccc2c1S(=O)(=O)N1CCCCC1 the results were SARS 3CLpro inh -1, PrPC TRFRET -3, SSB-PriA inh -10, Rv3671c protease 3, MazF activator -1, DUSP3 inh 17, CCHF vOTU inh 1, BH1578 lux ind inactive and Y pestis TopoI 2.
`CCCOc1ccccc1C1CC(=O)Nc2cc3c(cc21)OCCO3` (configuration not stated) gave SARS 3CLpro inh -3, SSB-PriA inh 8, Rv3671c protease -2, MazF activator 0, DUSP3 inh 4, BH1578 lux ind inactive and Y pestis TopoI 27.
CC1(C)CC(=O)C=C(Nc2ccc(F)c(Cl)c2)C1 was read as SARS 3CLpro inh 1, TcdB inh 2.1, PrPC TRFRET 6, SSB-PriA inh -6, Rv3671c protease 8, MazF activator 9, DUSP3 inh 28, CCHF vOTU inh 1, BH1578 lux ind 1.9 and Y pestis TopoI -3.
`CCCN1Cc2cccc(C(=O)Nc3ccc4c(c3)OCCO4)c2C1=O` gave SARS 3CLpro inh 2, TcdB inh 1.5, PrPC TRFRET -3, SSB-PriA inh -17, Rv3671c protease -1, MazF activator 7, DUSP3 inh 13, CCHF vOTU inh 14, BH1578 lux ind -0.2 and Y pestis TopoI 0.
`CCOC(=O)N1CCN(CC(O)c2ccc3cc[nH]c3c2)CC1` (configuration not stated) gave SARS 3CLpro inh 0, TcdB inh 3.7, PrPC TRFRET 2, SSB-PriA inh 2, Rv3671c protease -4, MazF activator -1, DUSP3 inh 9, CCHF vOTU inh -7, BH1578 lux ind -0.6 and Y pestis TopoI 2.
For COc1cccc(NC(=O)CN(C)C(=O)CC2CC3CCC2C3)c1 (configuration not stated) the results were TcdB inh 1.7, PrPC TRFRET 3, SSB-PriA inh -11, Rv3671c protease 3, MazF activator -2, CCHF vOTU inh 5, BH1578 lux ind inactive and Y pestis TopoI 4.

The final two entries of the part above are carried over, then new ones follow.
`CCOC(=O)N1CCN(CC(O)c2ccc3cc[nH]c3c2)CC1` (configuration not stated) gave SARS 3CLpro inh 0, TcdB inh 3.7, PrPC TRFRET 2, SSB-PriA inh 2, Rv3671c protease -4, MazF activator -1, DUSP3 inh 9, CCHF vOTU inh -7, BH1578 lux ind -0.6 and Y pestis TopoI 2.
For COc1cccc(NC(=O)CN(C)C(=O)CC2CC3CCC2C3)c1 (configuration not stated) the results were TcdB inh 1.7, PrPC TRFRET 3, SSB-PriA inh -11, Rv3671c protease 3, MazF activator -2, CCHF vOTU inh 5, BH1578 lux ind inactive and Y pestis TopoI 4.
Screening O=S(=O)(c1ccc(NC(=S)NC2CCCC2)cc1)N1CCCC1 returned SARS 3CLpro inh 3, TcdB inh -3.8, PrPC TRFRET 9, SSB-PriA inh -4, Rv3671c protease -10, MazF activator 8, DUSP3 inh 6, CCHF vOTU inh -8, BH1578 lux ind -0.6 and Y pestis TopoI -11.
For COc1ccc(NC(=O)CSc2nnc(CCC(=O)O)c(=O)n2N)cc1 the results were SARS 3CLpro inh 3, TcdB inh 1.5, PrPC TRFRET 2, SSB-PriA inh 2, Rv3671c protease 4, MazF activator 2, DUSP3 inh 14, CCHF vOTU inh 2, BH1578 lux ind inactive and Y pestis TopoI 2.
`O=C(NCc1ccncc1)c1cc(C(=O)C2CC2)c[nH]1` gave SARS 3CLpro inh -3, TcdB inh 0.9, PrPC TRFRET -2, SSB-PriA inh -7, Rv3671c protease -8, MazF activator 11, DUSP3 inh 2, CCHF vOTU inh 3, BH1578 lux ind 0.5 and Y pestis TopoI -3.
`COc1ccc2oc(=Nc3ccccc3)c(-c3nc4ccccc4[nH]3)cc2c1` gave SARS 3CLpro inh 3, PrPC TRFRET -17, SSB-PriA inh -12, Rv3671c protease -1, MazF activator -1, DUSP3 inh 6, CCHF vOTU inh -17, BH1578 lux ind -0.7 and Y pestis TopoI 0.
Screening C/C(=N/Nc1nc(C)cc(C)n1)c1ccc(Br)cc1 returned SARS 3CLpro inh -1, TcdB inh 2.5, PrPC TRFRET -5, Rv3671c protease 0, MazF activator 4, DUSP3 inh 10, CCHF vOTU inh 5, BH1578 lux ind -0.1 and Y pestis TopoI 5.
COC1CCCN(Cc2c(C(=O)N3CCN(C4CCCCC4)CC3)nc3ccccn23)C1 (configuration not stated) was read as SARS 3CLpro inh -1, TcdB inh 0.3, PrPC TRFRET 3, SSB-PriA inh -10, Rv3671c protease -4, MazF activator -4, DUSP3 inh 40, CCHF vOTU inh -12, BH1578 lux ind inactive and Y pestis TopoI -2.
For CNc1nc(N(C)C)nc(N(C)C)n1 the results were SARS 3CLpro inh -10, TcdB inh 2.0, PrPC TRFRET 2, SSB-PriA inh -7, Rv3671c protease 2, MazF activator 1, DUSP3 inh 29, CCHF vOTU inh 2, BH1578 lux ind inactive and Y pestis TopoI 13.
Screening Cc1nnc(SCC(=O)N2CCCC2)n(N)c1=O returned SARS 3CLpro inh 0, TcdB inh -0.5, PrPC TRFRET -6, SSB-PriA inh -4, Rv3671c protease 5, MazF activator 7, DUSP3 inh -6, CCHF vOTU inh -10, BH1578 lux ind inactive and Y pestis TopoI 5.
C=C(C)[C@H]1CC=C(C)C(=O)C1 was read as TcdB inh -0.2, PrPC TRFRET 9, SSB-PriA inh 10, Rv3671c protease 4, MazF activator 10, CCHF vOTU inh -1, BH1578 lux ind -0.3 and Y pestis TopoI -1.
For O=C(c1cc(-c2ccco2)on1)N1CCc2ccccc2C1 the results were SARS 3CLpro inh 1, PrPC TRFRET 4, SSB-PriA inh -7, Rv3671c protease -9, MazF activator 17, DUSP3 inh -4, CCHF vOTU inh -3, BH1578 lux ind -6.2 and Y pestis TopoI 0.
`COc1cc(NC(=S)NCCc2ccccc2)c(OC)cc1NC(=O)CC(C)C` gave SARS 3CLpro inh 4, TcdB inh 1.1, PrPC TRFRET -4, SSB-PriA inh -8, Rv3671c protease 2, MazF activator 6, DUSP3 inh 4, CCHF vOTU inh -9, BH1578 lux ind inactive and Y pestis TopoI 4.
`Cc1ccc2cccnc2c1N` gave SARS 3CLpro inh 0, TcdB inh 3.1, PrPC TRFRET 2, SSB-PriA inh 7, Rv3671c protease 0, MazF activator 7, DUSP3 inh 0, CCHF vOTU inh 7, BH1578 lux ind 3.3 and Y pestis TopoI -11.
Screening N#Cc1ccc(NC2c3ccccc3CC2O)cc1 (configuration not stated) returned TcdB inh 0.4, PrPC TRFRET 1, SSB-PriA inh -1, MazF activator -2, CCHF vOTU inh 6, BH1578 lux ind 7.1 and Y pestis TopoI 3.

High-throughput results deposited in PubChem by several laboratories.
